# Screens from PubChem BioAssay.
# ELG1 repair inh = ELG1-dependent DNA repair inhibition; HEK293T ELG1-luciferase reporter, luminescence, 16 h; DNA damage induced by 5-fluorouridine; Potency, µM (top dose mostly 46.1 µM), for the others: at the top dose activity change, negative = inhibition, hits mostly inhibitors; hit rate 2.3% among 330,000; AID 504467; further: potency means the concentration at half of the fitted maximal effect; on the % scale 0 is the no-effect control and ±100 the full control effect; nearly all actives have a fitted effect of over 55% in size
#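 Reporter activity after DNA damage by 5-fluorouridine is monitored. Compound-treated cells incubate 16 hr at 37 °C, then ONE-Glo is added for 30 min before luminescence reading.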
# S-ASM inh = inhibitors of human secretory acid sphingomyelinase; placental ASM, HMU-PC fluorogenic substrate, 60 min; P17405; hit rate 0.006% among 340,000; Potency, µM (highest dose often 57.5 µM), for the others: at the highest dose activity change, negative = inhibition, usual class: inhibitors; further: potency means the concentration at half of the fitted maximal effect
# Target sequence (P17405 47-631 limits assumed): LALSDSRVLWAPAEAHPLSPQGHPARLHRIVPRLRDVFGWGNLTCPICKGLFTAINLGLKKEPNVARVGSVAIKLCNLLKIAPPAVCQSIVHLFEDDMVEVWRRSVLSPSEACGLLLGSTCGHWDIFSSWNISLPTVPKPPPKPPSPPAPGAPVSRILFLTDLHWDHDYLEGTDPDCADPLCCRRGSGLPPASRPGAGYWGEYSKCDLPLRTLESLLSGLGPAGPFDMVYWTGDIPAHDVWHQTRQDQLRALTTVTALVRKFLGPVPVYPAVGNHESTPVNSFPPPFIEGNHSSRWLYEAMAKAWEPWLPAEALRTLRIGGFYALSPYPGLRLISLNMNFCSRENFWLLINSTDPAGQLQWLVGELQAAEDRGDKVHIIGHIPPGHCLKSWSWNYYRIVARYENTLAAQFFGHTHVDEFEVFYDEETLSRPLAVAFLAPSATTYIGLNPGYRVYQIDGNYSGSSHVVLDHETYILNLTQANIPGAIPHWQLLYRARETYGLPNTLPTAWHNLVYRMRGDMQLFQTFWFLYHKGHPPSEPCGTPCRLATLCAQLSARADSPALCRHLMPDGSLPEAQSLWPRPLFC
#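 Steps: dispense placental human ASM, pin compound, wait 10 min at room temperature, add HMU-PC0 substrate at 9 uM final, incubate 60 min at 37 °C, add stop solution raising pH to 10, read fluorescence.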
# Eya2 inh = inhibitors of human Eya2 phosphatase activity | O00167 | recombinant Eya2, OMFP fluorescence dephosphorylation (OMFP is methylfluorescein phosphate) | Potency, µM (top dose mostly 76.9 µM), for inactives: top-dose activity, negative = inhibition, most hits filed as inhibitors | hit rate 0.006% among 330,000 | AID 488837; further: potency means the concentration at half of the fitted maximal effect; on the % scale 0 is the no-effect control and ±100 the full control effect
#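 Eya2 (0.2 uM) preincubated 10 min at ambient with compound, then OMFP substrate added at 50 uM; 10 min reaction in 50 mM HEPES pH 7.5, 50 mM NaCl, 5 uM MgCl2, 0.05% BSA, 1 mM DTT. Fluorescence read at Ex 485/Em 525 nm.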
# Tb PFK inh = blocks T. brucei phosphofructokinase; O15648; T. brucei PFK, ADP-Glo luminescence; Potency, µM (doses to about 57.5 µM), without a hit: at the highest dose activity, negative = inhibition, usual class: inhibitors; hit rate 0.17% among 330,000; AID 485367;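 further: potency means the concentration at half of the fitted maximal effect; 0% = uninhibited 1x PFK enzyme wells and -100% = no-enzyme wells; nearly all actives have a fitted effect of over 60% in size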
#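 Luminescent ADP detection (ADP-Glo, two-step: ATP depletion then ADP-to-ATP conversion for luciferase) reported PFK activity after 45 min room-temperature reaction of 1.25 nM enzyme with 0.5 mM F6P and 0.1 mM ATP at pH 8.0.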
# Integrin act MD = integrin-mediated muscular dystrophy alleviation activation | Potency, µM (titrated, usually from 38.3 µM), inactives show at the top dose activation, most hits filed as activators | alpha7betagal myoblasts, beta-gal FDG fluorescence, 48 h | hit rate 0.064% among 350,000 | AID 624291;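 further: potency means the concentration at half of the fitted maximal effect; 100% = response of the positive control SU9516; nearly all actives have a fitted effect of over 60% in size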
#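 Alpha7betagal+/- myoblasts (passage 13) were plated 16-24 hr, then exposed to compounds (1:260 dilution of DMSO stock) for 48 hours at 37C. After MPER lysis, β-galactosidase reporter activity was read as FDG fluorescence (ex 480/em 540) after 30 minutes.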
# TCR act = activates T cell receptor signaling; Potency, µM (highest dose often 9.22 µM), without a hit: at the top dose activation of IL-2 secretion, most hits filed as activators; 330,000 tested, under 10 active; AID 504894; primary human leukocytes, anti-CD3, IL-2 HTRF, 48 h; further: % of control where 0% means no effect
#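 Readout: HTRF IL-2, Eu-cryptate/d2 antibody pair, 320nm excitation, 665nm emission. Stimulus: a-CD3 beads, no co-stimulation. Cells: primary human leukocytes. Exposure: 48 hr with compound.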
# AT treatment = potential ataxia-telangiectasia treatment. […] A-T fibroblasts, KAP-1 phosphorylation AlphaLISA; neocarzinostatin DNA damage 30 min before lysis. Potency, µM (titrated, usually from 57.5 µM), for inactives: at the top dose activation, most hits filed as activators. hit rate 0.19% among 320,000. AID 485349; further: potency means the concentration at half of the fitted maximal effect; % of control where 0% means no effect; nearly all actives have a fitted effect of over 45% in size
#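 hTERT-immortalized A-T patient fibroblasts ([…]), 500 cells/well in OPTI-MEM, 1% FBS, got compounds for 60 min, then NCS for 30 min at 37C. Lysates were then assayed for phospho-KAP-1 by AlphaLISA (anti-pKAP1 donor, anti-KAP1 acceptor beads), 6 hr at 25C.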
# Chronic BCR inh = blocks chronic active B-cell receptor signaling; ABC-DLBCL IkBa-CBG/CBR reporter, luminescence ratio, 4 h; Potency, µM (highest dose often 46.1 µM), inactives show at the highest dose ratio change, negative = lower green/red ratio, most hits filed as inhibitors; hit rate 0.05% among 340,000; AID 493014; active means well fitted inhibition curve with a large enough effect in the signal ratio, with a control signal flat, not every such curve was filed as active; inconclusive means small, poorly fitted or top-dose-only effect, or effect the other way, or a change in a side signal; the % refers to the signal ratio;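 further: potency means the concentration at half of the fitted maximal effect; plate controls were basal doxycycline-induced cells for no effect and cells given 10 µM MG132 for full effect; MG132 reads +100%, hits lower the ratio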
#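 Compounds up to 46 uM were incubated four hours with TMD8 cells whose green CBG68 luciferase is fused to IkappaBalpha; red CBR luminescence normalised the signal, and concentration-effect curves were fitted to fusion, red and ratio data.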
# TSHR antagonist = human thyrotropin receptor antagonism; P16473; TSHR-expressing cells, TSH-stimulated cAMP HTRF, 2 h; stronger effect = lower value; activity change, negative = inhibition, % at 11.5 µM; hit rate 0.2% among 330,000;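 active means activity change below a set negative limit, meaning inhibition stronger than a set level, cut at about -70% in these data; inconclusive means activity change between two set negative limits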; further: on the % scale 0 is the no-effect control and ±100 the full control effect
#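 TSHR-expressing cells were treated with compounds, then stimulated with TSH at EC80 (4nM final) for 2 hours at 37 deg C. Cellular cAMP was measured by HTRF competition between lysate cAMP and cAMP-d2 for a cryptate-labelled anti-cAMP antibody.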
# Mito fusion yeast = mitochondrial division inhibition or fusion activation | Potency, µM (highest dose often 46.1 µM), without a hit: at the top dose growth rescue (activation), hits mostly activators | hit rate 0.23% among 320,000 | S. cerevisiae fusion-defective mutant growth rescue, CellTiterGlo 48 h;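 further: potency means the concentration at half of the fitted maximal effect; % of control where 0% means no effect; nearly all actives have a fitted effect of over 45% in size; temperature-sensitive fusion mutants such as fzo1-1 at 37 °C on non-fermentable ethanol glycerol medium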
#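 Yeast fusion mutant, YPEG (non-fermentable carbon), compound, 48 h at 37C non-permissive; CellTiterGlo added, 10 min RT, luminescence read. Rescued growth = division inhibition.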
# TSG101-PTAP inh = blocks PTAP/TSG101 interaction to inhibit HIV-1 budding; Q99816; Fluorescence polarization, FITC-PTAP peptide / Tsg101 binding; Potency, µM (highest dose often 115 µM), for the others: top-dose activity change, negative = inhibition, usual class: inhibitors; 340,000 tested, under 10 active; AID 493005; active means well fitted inhibition curve with a large enough effect in the main read-out, with a control signal flat, not every such curve was filed as active; inconclusive means small, poorly fitted or top-dose-only effect, or effect the other way, or a change in a side signal; inactive means no such curve, though single readings can be large or run the other way; further: potency means the concentration at half of the fitted maximal effect; % of control where 0% means no effect
# Target sequence (Q99816 whole entry, looked up): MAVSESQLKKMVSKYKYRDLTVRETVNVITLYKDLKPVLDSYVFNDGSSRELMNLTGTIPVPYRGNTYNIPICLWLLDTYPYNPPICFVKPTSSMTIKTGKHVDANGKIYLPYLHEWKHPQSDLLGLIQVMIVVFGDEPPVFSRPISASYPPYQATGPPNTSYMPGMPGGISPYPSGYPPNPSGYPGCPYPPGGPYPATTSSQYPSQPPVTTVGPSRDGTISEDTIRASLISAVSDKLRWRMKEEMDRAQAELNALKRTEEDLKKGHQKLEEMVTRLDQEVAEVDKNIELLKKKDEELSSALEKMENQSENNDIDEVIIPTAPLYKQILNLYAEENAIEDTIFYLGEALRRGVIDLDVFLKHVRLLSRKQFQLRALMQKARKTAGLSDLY
#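 FP read-out: FITC-PTAP peptide, 50 nM final, binding Tsg101 binding domain, 10 uM final; 20 min, r.t.; 10 mM HEPES pH 7.5, 0.15 M NaCl, 0.01% Tween 20, 3 mM EDTA, 0.1 mM TCEP.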
# * hit, by the source's call; ? = inconclusive; . = no result given; [ ] = remark or other dose. Unless noted, the call rests on the fitted dose curve; in most records, active means well fitted curve in the direction sought with a large enough effect; inconclusive means small, poorly fitted or top-dose-only effect, or another doubt; inactive means no such curve, though single readings can be large; an effect the other way counts as inactive or inconclusive.
1	CC(=O)c1c(C)[nH]c(C(=O)OCCOc2ccccc2)c1C
2	COc1cccc(C2(O)CCN(C(=O)c3cccs3)CC2)c1
3	C=CC(=O)OCCOCCOCCOCCOC(=O)C=C
4	CCC(=O)NCC(c1ccco1)N1CCN(c2ccc(OC)cc2)CC1 (configuration not stated)
5	Cc1sc(NC(=O)c2ccco2)c(C(c2cccnc2)N2CCC(C)CC2)c1C (configuration not stated)
6	Cc1ccc(C)c(NC(=O)CSc2n[nH]c(-c3ccccn3)n2)c1
7	Cc1ccc(C(=O)N2CCN(c3ncccn3)CC2)cc1NC1=NC2CS(=O)(=O)CC2S1 (configuration not stated)
8	COC(=O)c1sccc1NC(=O)Nc1ccc(OC)cc1OC

compound no.,1,2,3,4,5,6,7,8
ELG1 repair inh,?,?,?,-2%,15%,?,17%,2%
S-ASM inh,-5%,-1%,-1%,2%,19%,3%,7%,-1%
Eya2 inh,18%,6%,-17%,-11%,-7%,4%,-24%,-10%
Tb PFK inh,4%,-3%,0%,7%,1%,-5%,-2%,5%
Integrin act MD,-32%,8%,.,-34%,32%,-7%,3%,?
TCR act,-6%,0%,7%,1%,-2%,-6%,-3%,3%
AT treatment,14%,-5%,10%,-4%,3%,-11%,-3%,4%
Chronic BCR inh,?,0%,?,-17%,?,-5%,-13%,?
TSHR antagonist,2,-19,3,3,-29,-1,1,-28
Mito fusion yeast,?,7%,-3%,1%,?,-12%,-2%,-7%
TSG101-PTAP inh,-2%,-4%,1%,1%,-3%,-1%,-1%,-2%

9	Cc1c(C(=O)NCc2ccccn2)oc2ccc(S(=O)(=O)N3CCOCC3)cc12
10	CC(C)Cc1nnc(NC(=O)CCc2c[nH]c3ccccc23)s1
11	CCCc1ccc(OCC(=O)O)cc1
12	CC(C)C(=O)Nc1ccc(C(=O)NNC(=O)CCc2ccccc2)cc1
13	Cn1nccc1C(=O)OCC(=O)Nc1ccccc1
14	COc1cc(NC(=S)NCCCN2CCOCC2)cc(OC)c1OC
15	OC[C@H]1O[C@@H](n2cnc3c(NC4CCCC4)nc(Cl)nc32)[C@H](O)[C@@H]1O
16	O=C(C1=C(O)C(=O)N(CCCn2ccnc2)C1c1ccc(F)cc1)c1ccco1 (configuration not stated)

compound no.,9,10,11,12,13,14,15,16
ELG1 repair inh,?,-11%,26%,7%,11%,2%,15%,-3%
S-ASM inh,1%,-11%,2%,-2%,2%,-1%,2%,.
Eya2 inh,-16%,7%,10%,-21%,-1%,2%,-6%,8%
Tb PFK inh,-3%,-4%,-1%,-1%,0%,1%,-1%,-6%
Integrin act MD,?,-10%,2%,-12%,10%,-8%,.,.
TCR act,8%,-4%,3%,-4%[46.1 µM],-9%,0%,4%,.
AT treatment,9%,-1%,5%,4%,-2%,5%,-6%,-2%
Chronic BCR inh,4%,-4%,8%,3%,-1%,-2%,?,-1%
TSHR antagonist,0,-3,-7,42,7,3,-15,-2
Mito fusion yeast,-2%,0%,5%,-1%,-2%,-4%,-3%,1%
TSG101-PTAP inh,-10%,1%,0%,0%,-9%,0%,2%,.

17	Cc1cc(/C=N/NC(N)=O)c(C)n1C1CCCCC1
18	CC(NC(=O)/C(=C\c1cccc([N+](=O)[O-])c1)NC(=O)c1ccco1)C(=O)O (configuration not stated)
19	COc1ccc(CC(=O)NNC(=O)CN(C)S(=O)(=O)c2ccc(Cl)cc2)cc1OC
20	O=C(c1ccco1)N1CCN(CC(O)Cn2c3ccccc3c3ccccc32)CC1 (configuration not stated)
21	Cc1ccc2cc(C#N)c(N3CCCN(S(=O)(=O)c4ccc(F)cc4)CC3)nc2c1
22	COc1cc(NC(=O)CCc2nnc3ccc(N4CCN(c5cccc(OC)c5)CC4)nn23)cc(OC)c1
23	CCOc1ccc(OCc2cccc(C(=O)N/N=C/c3cccnc3)c2)cc1
24	Cc1cc(C)c2[nH]c(C(=O)Nc3ccc4c(c3)OCO4)cc2c1

compound no.,17,18,19,20,21,22,23,24
ELG1 repair inh,16%,9%,-5%,?,?,-1%,?,-2%
S-ASM inh,2%,-1%,1%,-1%,186%[activator],1%,-3%,3%
Eya2 inh,-10%,-17%,9%,4%,1%,-4%,7%,-6%
Tb PFK inh,4%,0%,1%,1%,0%,2%,0%,0%
Integrin act MD,-6%,26%,-12%,0%,-34%,-26%,-9%,-8%
TCR act,4%,1%,-2%,5%,2%[46.1 µM],10%,2%[46.1 µM],4%
AT treatment,-1%,4%,-19%,.,.,1%,-3%,0%
Chronic BCR inh,-5%,?,2%,?,?,-2%,?,?
TSHR antagonist,-13,8,15,1,-7,-2,-7,0
Mito fusion yeast,-4%,1%,-1%,2%,0%,1%,4%,4%
TSG101-PTAP inh,2%,-3%,-2%,-3%,-2%,-2%,-1%,-1%

25	CCCNC(=O)C(=O)NCCC1=CCCCC1
26	CCC(=O)Oc1cccc(C(=O)Nc2cccc(NC(=O)c3ccco3)c2)c1
27	COC(=O)c1c(NC(=O)CC2Nc3cc(C)c(C)cc3NC2=O)sc(C)c1C (configuration not stated)
28	CN(C)c1ccc(-c2ccccc2)nn1
29	COc1nccnc1NS(=O)(=O)c1ccc(N=Cc2c(C)[nH]n(-c3ccccc3)c2=O)cc1
30	CC(=O)NNS(=O)(=O)c1ccccc1[N+](=O)[O-]
31	O=C(NCc1ccco1)c1ccc2nccnc2c1
32	CSc1ncccc1C(=O)Nc1cc(C)ccn1

compound no.,25,26,27,28,29,30,31,32
ELG1 repair inh,?,-28%,17%,?,0%,17%,-4%,14%
S-ASM inh,1%,-4%,2%,11%,-1%,9%,3%,1%
Eya2 inh,-7%,-9%,24%,24%,-4%,-15%,-7%,13%
Tb PFK inh,6%,13%,6%,-10%,15%,-1%,-2%,-2%
Integrin act MD,3%,13%,-3%,31%,?,20%,-5%,32%
TCR act,2%,1%,-2%[46.1 µM],-19%,0%[46.1 µM],-3%[46.1 µM],4%,6%
AT treatment,6%,8%,3%,5%,-10%,0%,1%,-2%
Chronic BCR inh,8%,?,?,?,3%,-1%,4%,-8%
TSHR antagonist,30,-34,1,-5,0,6,-1,7
Mito fusion yeast,-1%,-11%,-4%,-3%,-9%,-6%,18%,4%
TSG101-PTAP inh,0%,-1%,?,-5%,0%,-2%,-10%,-1%

# Looked up above.
# Under S-ASM inh, compound 30 is listed with 9%
# Under Tb PFK inh, compound 27 is listed with 6%
# Under TCR act, compound 29 is listed with 0%[46.1 µM]

# Retrieved one by one from the entries so far (2):
30	CC(=O)NNS(=O)(=O)c1ccccc1[N+](=O)[O-]
25	CCCNC(=O)C(=O)NCCC1=CCCCC1

compound no.,30,25
ELG1 repair inh,17%,?
S-ASM inh,9%,1%
Eya2 inh,-15%,-7%
Tb PFK inh,-1%,6%
Integrin act MD,20%,3%
TCR act,-3%[46.1 µM],2%
AT treatment,0%,6%
Chronic BCR inh,-1%,8%
TSHR antagonist,6,30
Mito fusion yeast,-6%,-1%
TSG101-PTAP inh,-2%,0%

# (cont.)
33	O=C(CN1C(=O)CSc2ccccc21)NCCC1=CCCCC1
34	COc1cc(CNCCCN2CCOCC2)c(Br)cc1OC(C)C
35	COc1ccc(NC(=O)Nc2ccc3c(c2)CCC3)c(OC)c1
36	CCN(CC(=O)Nc1ccc(NC(C)=O)cc1)C(=O)c1cc(C)on1

compound no.,33,34,35,36
ELG1 repair inh,-1%,-13%,24%,7%
S-ASM inh,4%,2%,3%,-2%
Eya2 inh,6%,2%,3%,10%
Tb PFK inh,-4%,3%,-3%,17%
Integrin act MD,-13%,-43%,?,-9%
TCR act,1%,-3%,-6%,-2%
AT treatment,-2%,2%,2%,-1%
Chronic BCR inh,4%,0%,9%,5%
TSHR antagonist,-8,-16,5,1
Mito fusion yeast,6%,-3%,-6%,1%
TSG101-PTAP inh,-2%,-1%,2%,-4%
